Bioassay records: PubChem BioAssay, The Scripps Research Institute Molecular Screening Center
PAD4 inhibitors = human PAD4 inhibitors, primary screen, biochemical, fluorescence polarization (AID 463073); 2,000 tested, 0.5% active; inhibition, % at 5 µM; recombinant PAD4, RFA probe fluorescence polarization; stronger effect = higher value;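 active means inhibition above 30%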;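 further: 0% = PAD4 with DMSO and 100% = wells lacking PAD4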
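System: recombinant PAD4. Amount: PAD4 at 2 µM in dispensed buffer, before additions. Doses: single 5 µM final compound concentration. Timing: 30 min 25 °C preincubation, 5 h 37 °C labeling. Benchmarks: wells lacking PAD4 as full-inhibition control. Repeats: single well per compound. Measured by: FP, ex 525 nm, em 598 nm.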
Numbers without * were called inactive. Not all compounds are listed, so the mix of outcomes need not match the whole.

The opening 7 records (preview)
SMILES: Cn1cc(CN2CCCC(CO)(Cc3cccc(Cl)c3)C2)cn1 (stereo not given)
  PAD4 inhibitors = 5.3

SMILES: CCCCOc1ccc(C(=O)CCN2CCCCC2)cc1
  PAD4 inhibitors = 2.3

SMILES: COC(=O)C1=C(C)N(C)C(=S)NC1c1ccc(Cl)cc1 (stereo not given)
  PAD4 inhibitors = 0.4

SMILES: COc1ccc(C(=O)Nc2ccccc2C(=O)NCCCn2ccnc2)cc1
  PAD4 inhibitors = -1.6

SMILES: O=c1nc2cccc3c2=c(/c1=C(\O)c1ccccc1)c1ccccc1c3=O
  PAD4 inhibitors = 3.6

SMILES: CCOC(=O)C1CCCN(Cc2nc(Cc3cccc(F)c3)no2)C1 (stereo not given)
  PAD4 inhibitors = -0.2

SMILES: COc1cccc(=O)c2c(C)n(CC(=O)c3ccccc3)c(C)c12
  PAD4 inhibitors = 6.7

The listing (from the top)
SMILES: Cn1cc(CN2CCCC(CO)(Cc3cccc(Cl)c3)C2)cn1 (stereo not given)
  PAD4 inhibitors = 5.3

SMILES: CCCCOc1ccc(C(=O)CCN2CCCCC2)cc1
  PAD4 inhibitors = 2.3

SMILES: COC(=O)C1=C(C)N(C)C(=S)NC1c1ccc(Cl)cc1 (stereo not given)
  PAD4 inhibitors = 0.4

SMILES: COc1ccc(C(=O)Nc2ccccc2C(=O)NCCCn2ccnc2)cc1
  PAD4 inhibitors = -1.6

SMILES: O=c1nc2cccc3c2=c(/c1=C(\O)c1ccccc1)c1ccccc1c3=O
  PAD4 inhibitors = 3.6

SMILES: CCOC(=O)C1CCCN(Cc2nc(Cc3cccc(F)c3)no2)C1 (stereo not given)
  PAD4 inhibitors = -0.2

SMILES: COc1cccc(=O)c2c(C)n(CC(=O)c3ccccc3)c(C)c12
  PAD4 inhibitors = 6.7

SMILES: O=C(O)CCCCCN1C(=O)C(=O)/C(=C(/O)c2ccccc2)C1c1ccccc1 (stereo not given)
  PAD4 inhibitors = -0.9

SMILES: Cn1c(=S)n(C)c2ccccc21
  PAD4 inhibitors = 7.2

SMILES: CC1(C)CC(=O)c2cc(O)ccc2O1
  PAD4 inhibitors = 2.7

SMILES: COc1ccc(C2=NOC(COc3ccc4c(C)cc(=O)oc4c3)C2)c(OC)c1 (stereo not given)
  PAD4 inhibitors = 4.0

SMILES: COc1ccc(-c2noc(CCc3ccccc3)n2)cc1
  PAD4 inhibitors = 0.6

SMILES: OC12CCCCC1C(c1ccc3c(c1)OCO3)N(Cc1cccc(F)c1)CC2 (stereo not given)
  PAD4 inhibitors = 5.4

SMILES: Fc1ccc(NC(=S)Nc2ccccc2Cl)cc1
  PAD4 inhibitors = 1.0

SMILES: COc1ccc(CN(CCC(c2ccccc2)c2ccc(OC(C)C)cc2)C(=O)CCl)cc1OC (stereo not given)
  PAD4 inhibitors = 21

SMILES: CCc1cc(/C(Cc2ccccn2)=N\O)c(O)cc1O
  PAD4 inhibitors = -0.7

SMILES: CC1(C)CC(=O)c2cnc(NC(=O)C3CCCC3)nc2C1
  PAD4 inhibitors = 3.9

SMILES: COC1CCCCC1Nc1ccc(C)c(C)c1 (stereo not given)
  PAD4 inhibitors = 5.7

SMILES: O=C(CCSc1ccccc1)N1CCCC1
  PAD4 inhibitors = 3.5

SMILES: CCC1(c2ccccc2)NC(=S)N(c2ccc(C)c(C)c2)N1 (stereo not given)
  PAD4 inhibitors = 3.3

SMILES: Cc1oc2cc(O)cc(O)c2c(=O)c1-c1ccc2c(c1)OCCCO2
  PAD4 inhibitors = 4.1
